# High-throughput results: PubChem BioAssay, National Center for Advancing Translational Sciences (NCATS)
# GRP78 ERSR act = induces the endoplasmic reticulum stress response in human glioma cells; U87-MG GRP78 promoter luciferase reporter, 16 h; AID 602332; hit rate 0.02% among 420,000; Potency, µM, for inactives: at the highest dose activation, most hits filed as activators; note: potency is the fitted concentration of half-maximal effect; series mostly up to about 76 µM; % of control where 0% means no effect; nearly all actives have a fitted effect of over 35% in size
#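 Stably transfected U87-MG glioma cells carrying a GRP78-based luciferase sensor; 16 h compound incubation. Luminescence end-point read 10 min after Bright-Glo addition at room temperature.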
# Vif-A3G inh = inhibitors of Vif-APOBEC3G interaction | Q9HC16 | HeLa A3G-eYFP + Vif (tagged APOBEC3G with the HIV-1 protein that degrades it), YFP fluorescence, overnight | Potency, µM (titrated, usually from 46.1 µM), for inactives: at the highest dose activity, negative = active, most hits filed as inhibitors | hit rate 0.076% among 410,000;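 note: potency is the fitted concentration of half-maximal effect; % is set by controls: 0 for no effect and ±100 for the full control effect; nearly all actives have a fitted effect of over 60% in size; hits raise eYFP signal because A3G escapes Vif-driven loss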
#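 Read-out is eYFP fluorescence (Ex 488/Em 500-530) from Vif-expressing HeLa A3G-eYFP cells; more signal means A3G escaped Vif-mediated degradation. Cells plated overnight, compound pinned in, incubated overnight at 37 deg C.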
# Vif-APOBEC3F blk = blocks the Vif interaction with APOBEC3F; Potency, µM (doses to about 46.1 µM), for the others: top-dose activity, negative = active; AID 602313; hit rate 0.2% among 390,000; HeLa A3F-eYFP + Vif (tagged APOBEC3F with the HIV-1 protein that degrades it), YFP fluorescence increase; note: potency is the fitted concentration of half-maximal effect; % of control where 0% means no effect; nearly all actives have a fitted effect of over 65% in size
#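 Fluorescence increase (Ex 488/Em 500-530) after overnight compound treatment at 37 deg C flags inhibition of Vif-driven A3F-eYFP loss in stable HeLa A3F-eYFP/Vif cells seeded overnight beforehand.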
# D1 potentiator = enhances dopamine response at the human D1 receptor; hit rate 0.036% among 360,000; HEK293 TREx D1 cells, calcium flux, dopamine EC20 potentiation; potentiation, % at 10 µM; in the data active = potentiation above about 30%; note: 0% is about no effect
# Target sequence (P21728 whole entry, looked up): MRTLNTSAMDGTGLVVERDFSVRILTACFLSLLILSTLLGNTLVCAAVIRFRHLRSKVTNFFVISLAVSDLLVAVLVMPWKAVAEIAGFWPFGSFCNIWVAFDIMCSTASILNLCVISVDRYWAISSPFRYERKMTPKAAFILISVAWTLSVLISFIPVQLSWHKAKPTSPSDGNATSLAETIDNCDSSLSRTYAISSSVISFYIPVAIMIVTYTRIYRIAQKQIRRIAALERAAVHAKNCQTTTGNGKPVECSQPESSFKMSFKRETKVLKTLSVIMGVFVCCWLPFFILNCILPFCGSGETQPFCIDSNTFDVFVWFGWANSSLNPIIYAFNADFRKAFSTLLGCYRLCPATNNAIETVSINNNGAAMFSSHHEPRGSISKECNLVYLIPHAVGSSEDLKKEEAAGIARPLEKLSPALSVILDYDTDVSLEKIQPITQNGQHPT
# D1 agonist = activates the human D1 dopamine receptor; P21728; hit rate 1% among 360,000; AID 504660; HEK293 T-REx D1 cells, calcium flux, agonist mode; activation, % at 2 µM; in the data active = activation above about 30%; note: 0% is about no effect
#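 Inducible HEK293 T-REx D1 cells, force-coupled to calcium signalling, were plated at 4000 cells/well with tetracycline and held overnight at 30 C. After no-wash calcium dye loading, compound-evoked calcium rise over 180 s flagged agonists.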
# D1 antag = blocks dopamine activation of the human D1 receptor; HEK293 TREx D1 cells, calcium flux, dopamine EC80; active compounds read low; activity change, negative = inhibition, % at 10 µM; hit rate 3.2% among 360,000; AID 504652; in the data active = activity change below about -30%; note: % is set by controls: 0 for no effect and ±100 for the full control effect
#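 Kinetic fluorescence of a calcium dye serves as the read-out. D1-expressing Hek293 Trex cells, induced overnight at 30 C, are exposed to compound for 180 s before an EC80 dopamine addition, then read 180 s further.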
# D2 PAM = positive allosteric modulators of human D2 dopamine receptor; P14416; hit rate 0.34% among 340,000; potentiation, % at 10 µM; HEK293 T-REx D2, calcium flux, EC20 dopamine potentiation; AID 485347;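 active = potentiation over 3 SD above the plate norm, cut at about 30% in these data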; note: 0% is about no effect
# Target sequence (P14416 whole entry, looked up): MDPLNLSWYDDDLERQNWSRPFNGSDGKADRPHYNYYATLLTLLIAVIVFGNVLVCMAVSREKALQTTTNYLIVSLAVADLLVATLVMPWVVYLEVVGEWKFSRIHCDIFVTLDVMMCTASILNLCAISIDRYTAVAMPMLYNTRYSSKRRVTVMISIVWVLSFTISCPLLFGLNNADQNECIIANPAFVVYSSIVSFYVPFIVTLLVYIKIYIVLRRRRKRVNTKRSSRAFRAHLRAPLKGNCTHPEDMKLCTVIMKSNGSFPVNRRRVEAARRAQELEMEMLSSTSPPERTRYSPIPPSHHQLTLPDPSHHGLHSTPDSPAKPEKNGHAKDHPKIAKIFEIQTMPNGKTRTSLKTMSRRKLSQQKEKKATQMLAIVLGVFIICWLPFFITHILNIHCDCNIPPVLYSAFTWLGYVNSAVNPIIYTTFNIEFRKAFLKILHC
#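 Tetracycline-induced Hek293 Trex D2 cells, force-coupled to calcium, loaded with no-wash calcium dye. Compound added with 180 s kinetic read for agonism, then EC20 dopamine and a further 180 s read for potentiation.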
# RXFP1 ag = agonists of human relaxin receptor RXFP1. Q9HBX9. HEK293T-RXFP1 cAMP TR-FRET, 30 min; response scale: percent of porcine relaxin response, buffer zero. Potency, µM (highest dose often 57.5 µM), inactives show at the top dose activation, actives largely listed as activators. hit rate 0.3% among 370,000; note: potency is the fitted concentration of half-maximal effect; % is set by controls: 0 for no effect and ±100 for the full control effect; nearly all actives have a fitted effect of over 60% in size; many of its hits are not listed in these tables
#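 Agonist response is measured as cAMP accumulation in an RXFP1-transfected HEK293T line under PDE4 inhibition. Values are scaled between buffer-only and 29 nM porcine relaxin, and EC50s come from standard Hill equation fits.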
# RXFP1 antag = blocks the human relaxin receptor RXFP1 | Q9HBX9 | HEK293-RXFP1, relaxin-stimulated cAMP HTRF, 30 min; active compounds read low | activity change, negative = inhibition, % at 57.5 µM | hit rate 0.59% among 350,000;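 active = activity change of -60% or lower, but not beyond a set lower limit; inconclusive = change between -60% and -40%, or beyond the set limit; inactive = change above -40%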; note: % is set by controls: 0 for no effect and ±100 for the full control effect
# An asterisk follows results filed as active; ? = inconclusive; . = not tested or not shown; & = joins results of further samples. Unless noted, calls come from the whole dose curve; as a rule, active = well fitted curve in the direction sought with a large enough effect; inconclusive = small, poorly fitted or top-dose-only effect, or another doubt; inactive = no such curve, though single readings can be large; an effect the other way counts as inactive or inconclusive. These rows are one share of the data. The share of hits here may be higher or lower than overall.
# Each structure is followed by: GRP78 ERSR act | Vif-A3G inh | Vif-APOBEC3F blk | D1 potentiator | D1 agonist | D1 antag | D2 PAM | RXFP1 ag | RXFP1 antag
Cc1ccc(CN(C(=O)COc2cc(C)c(Cl)c(C)c2)c2ccccn2)o1
  -1% | -2% | -14% | 1 | 8 | -2 | 6 | 0.6% | .
CCOC(=O)C1=C(C)NC(=S)NC1c1cc(C)sc1C (stereo not drawn)
  -6% | 0% | 0% | 6 | 3 | 10 | 2 | 2.3% | 16
Cc1ccc(C2=NN(CCC(=O)NC3CCCC3)C(=O)CC2)cc1
  3% | -1% | -2% | -5 | 0 | -7 | -2 | 7.4% | -1
CC(C)[N+]1=C2C=CC=CC=C2SC12C([N+](=O)[O-])=CC(=[N+]([O-])[O-])C=C2[N+](=O)[O-] (stereo not drawn)
  -2% | -1% | ? | -5 | 1 | 13 | -5 | 6.2% | 4
O=C(NCc1cccnc1)c1ccc(CS(=O)(=O)c2ccc(Cl)cc2)o1
  -4% | 0% | -11% | -2 | 11 | -6 | 1 | -2.2% | -8
COCCCNC(=O)c1c(C)nn(-c2ccc(F)cc2)c1-n1cccc1
  -3% | -4% | -2% | -2 | -1 | 0 | -5 | 0.6% | .
COc1ccc(/C=C(\C#N)C(=O)Nc2cccc(C)n2)cc1
  2% | 0% | -3% | 4 | 1 | 1 | 1 | -0.5% | 3
Cc1ccc(S(=O)(=O)N(C)C)cc1NC(=O)COC(=O)c1ccc2ccccc2n1
  -6% | -13% | -7% | 1 | 0 | -55* | -18 | 2.7% | 6
CC(=O)c1ccc(NC(=O)C2C3C=CC(C3=C(c3ccccc3)c3ccccc3)C2C(=O)O)cc1 (stereo not drawn)
  -3% | 3% | -2% | -8 | 11 | -1 | . | -3.2% | -1
CC(C)(C)N(Cc1ccccc1)C(=O)COC(=O)c1cccc([N+](=O)[O-])c1
  1% | 0% | 10% | 5 | 1 | 1 | 2 | 3.3% | -6
COc1ccc(NC(=O)Nc2ccc3nccnc3c2)cc1
  4% | -13% | -4% | -5 | 0 | 1 | 17 | 1.1% | -20
Cc1cccc(OCC(=O)Nc2cc(C)c(C)cc2O)c1
  2% | 0% | -2% | -4 | 4 | -1 | 1 | 2.0% | -5
Fc1cc2[nH]c(=S)[nH]c2c(Br)c1N1CCSCC1
  0% | 1% | -4% | 9 | 2 | -9 | -5 | 0.0% | -36
COc1ccccc1NC(=O)C(=O)NCCC1CCCCN1S(=O)(=O)c1cccs1 (stereo not drawn)
  0% | -9% | 10% | 0 | 10 | 14 | -9 | -0.3% | 0
Cc1nnc(SCC(=O)NCc2ccc3c(c2)OCO3)n1C
  0% | -14% | 0% | -6 | -1 | -16 | -4 | -1.7% | 1
COC(=O)c1ccc(N2CCOCC2)c(NC(=O)c2ccc3c(c2)OCCO3)c1
  -2% | 1% | 11% | 1 | -1 | 3 | 5 | 3.8% | 6
COc1ccc(-c2cc3nc[nH]c(=O)c3s2)cc1
  -8% | 0% | 4% | 1 | 1 | 6 | 5 | 1.7% | -3
Cc1cccc(C(=O)NCC(=O)OCc2cc(=O)n3nc(C4CCCCC4)sc3n2)c1
  -1% | -3% | 3% | -3 | 0 | 5 | 4 | 6.9% | .
Cn1cc(S(=O)(=O)N2CCCC2)cc1C(=O)NCc1ccc(Cl)cc1
  -4% | -1% | -9% | -6 | 2 | -33* | -9 | -0.8% | -3
Cc1cc(C)c(C(=O)CSc2nc3ccccc3c(=O)[nH]2)cc1C
  -4% | -9% | -10% | -2 | 1 | 26 | 2 | 11% | -28
COCCCNC(=S)NNC(=O)c1cccnc1
  -4% | -1% | -17% | 1 | 1 | . | 3 | 2.6% | -8
COc1ccc(-c2cc(=O)oc3c(C)c(OCC(=O)Nc4cccnc4)ccc23)cc1
  -3% | -2% | 1% | -6 | 3 | -18 | 1 | 0.0% | -1
COc1ccc(S(=O)(=O)Nc2cc([N+](=O)[O-])ccc2OC)cc1
  -6% | -9% | -5% | -2 | 2 | -8 | -4 | -1.4% | -1
Cc1ccccc1-c1noc(-c2ccc(N3CCC(C)CC3)c([N+](=O)[O-])c2)n1
  -4% | -1% | -10% | 0 | 1 | 1 | -1 | -5.2% | .
CCN1CCN(C(=O)c2ccc(OCC(=O)Nc3ccc(F)cc3)c(OC)c2)CC1
  -6% | -3% | ? | -2 | 1 | 13 | -2 | 1.4% | -37
CC(C)(C)C(=O)CSc1nc2ccsc2c(=O)n1Cc1ccccc1F
  -2% | -14% | -18% | -1 | -1 | -7 | -1 | 1.6% | ?
Cn1c(=O)[nH]c(=O)c2c1nc(N1CCN(c3ccccc3)CC1)n2CCSc1ncccn1
  -1% | -3% | -3% | -3 | 2 | -6 | 1 | 2.1% | -11
Cc1ccc(C)c(S(=O)(=O)N2CCCC2CNC(=O)C(=O)NCc2ccco2)c1 (stereo not drawn)
  -5% | 0% | 8% | 3 | 1 | 16 | -1 | 0.8% | 1
Cc1ccc(C(=O)Nc2ccc(O)cc2C(=O)O)cc1
  -6% | 4% | -11% | 1 | 1 | . | 5 | -2.5% | 2
CCOC(=O)C1CCN(CC(O)COc2ccc(C(=O)CC)cc2)CC1 (stereo not drawn)
  -1% | 6% | 5% | 0 | 2 | 0 | -31 | 2.5% | 14
COC(=O)/C(C(C)=O)=C(/C=C/C=C/N(C)C)N(C)C
  -3% | -3% | -4% | 0 | 3 | -2 | -4 | -0.8% | -16
COc1cc(-c2n[nH]c(=S)n2-c2ccc(Br)cc2)cc(OC)c1OC
  0% | -6% | -1% | 0 | 16 | 13 | -1 | 5.0% | -12
Cc1cccc(NC(=O)Cn2cnc3c(oc4ccccc43)c2=O)c1
  -3% | -1% | -10% | -6 | 2 | -4 | 0 | 0.0% | -11
Cc1cc(C)cc(NC(=O)Cn2cc3c(n2)CCCCC3)c1
  . | . | . | 0 | 51* | -1 | 11 | 2.3% | .
CCC(=O)Nc1ccccc1-c1nc2ccccc2n(Cc2cccc(Br)c2)c1=O
  0% | -1% | -1% | -1 | 1 | 3 | -1 | 0.5% | -4
CCNC(=O)/C(C#N)=C/c1c(N2CCCCCC2)nc2ccccn2c1=O
  -1% | 0% | 3% | -6 | 0 | 8 | 4 | 4.8% | 10
Cc1ccc(-n2c(CNc3ccc(F)cc3)nnc2SCC(=O)N2CCCC2)cc1
  -2% | 0% | -12% | 1 | 3 | -10 | 7 | 3.8% | -4
Cc1cc(-n2c(C)cc(C(=O)CSc3nncn3C(C)C)c2C)no1
  0% | -1% | -13% | -4 | 5 | -7 | -8 | 1.2% | -17
COc1ccc2nc(C(F)(F)C(F)(F)F)c(C#N)c(N)c2c1
  -3% | 3% | -9% | 7 | 4 | -1 | 15 | -1.1% | -16
CC1CCN(S(=O)(=O)c2nnc(NC(=O)c3cccc(Cl)c3)s2)CC1
  -1%&-1% | 6%&5% | 2%&-1% | -10&0 | 20&0 | -20&8 | 4&3 | 12%&-1.1% | -4&-21

# 10 structures out of the list, arranged by heavy-atom count, lowest first:
# Each structure is followed by: GRP78 ERSR act | Vif-A3G inh | Vif-APOBEC3F blk | D1 potentiator | D1 agonist | D1 antag | D2 PAM | RXFP1 ag | RXFP1 antag
COC(=O)/C(C(C)=O)=C(/C=C/C=C/N(C)C)N(C)C
  -3% | -3% | -4% | 0 | 3 | -2 | -4 | -0.8% | -16
Cc1ccc(C(=O)Nc2ccc(O)cc2C(=O)O)cc1
  -6% | 4% | -11% | 1 | 1 | . | 5 | -2.5% | 2
Cc1cc(C)cc(NC(=O)Cn2cc3c(n2)CCCCC3)c1
  . | . | . | 0 | 51* | -1 | 11 | 2.3% | .
CC1CCN(S(=O)(=O)c2nnc(NC(=O)c3cccc(Cl)c3)s2)CC1
  -1%&-1% | 6%&5% | 2%&-1% | -10&0 | 20&0 | -20&8 | 4&3 | 12%&-1.1% | -4&-21
CCOC(=O)C1CCN(CC(O)COc2ccc(C(=O)CC)cc2)CC1 (stereo not drawn)
  -1% | 6% | 5% | 0 | 2 | 0 | -31 | 2.5% | 14
CCNC(=O)/C(C#N)=C/c1c(N2CCCCCC2)nc2ccccn2c1=O
  -1% | 0% | 3% | -6 | 0 | 8 | 4 | 4.8% | 10
Cc1ccccc1-c1noc(-c2ccc(N3CCC(C)CC3)c([N+](=O)[O-])c2)n1
  -4% | -1% | -10% | 0 | 1 | 1 | -1 | -5.2% | .
Cc1ccc(C)c(S(=O)(=O)N2CCCC2CNC(=O)C(=O)NCc2ccco2)c1 (stereo not drawn)
  -5% | 0% | 8% | 3 | 1 | 16 | -1 | 0.8% | 1
CCN1CCN(C(=O)c2ccc(OCC(=O)Nc3ccc(F)cc3)c(OC)c2)CC1
  -6% | -3% | ? | -2 | 1 | 13 | -2 | 1.4% | -37
Cn1c(=O)[nH]c(=O)c2c1nc(N1CCN(c3ccccc3)CC1)n2CCSc1ncccn1
  -1% | -3% | -3% | -3 | 2 | -6 | 1 | 2.1% | -11

# New compounds follow
# Each structure is followed by: GRP78 ERSR act | Vif-A3G inh | Vif-APOBEC3F blk | D1 potentiator | D1 agonist | D1 antag | D2 PAM | RXFP1 ag | RXFP1 antag
Cc1c(C(=O)OC2CCCCCC2)[nH]c2c1C(=O)CC(c1ccc(N(C)C)cc1)C2 (stereo not drawn)
  -2% | -1% | -3% | 1 | 3 | 3 | 23 | -0.9% | -8
O=C(Nc1ccsc1C(=O)O)c1ccccc1
  -4% | 1% | 7% | 1 | 2 | 7 | -2 | 0.0% | 9
Cc1cc(NC(=O)Cn2nc(-c3ccccc3F)ccc2=O)ccc1-n1cnnn1
  -3% | 0% | -2% | -10 | 3 | -17 | 1 | 2.0% | 4
CC(C)N1CCC(N2CCN(C/C=C/c3ccc(F)cc3)CC2CCO)CC1 (stereo not drawn)
  -1% | -1% | -6% | -7 | 2 | -5 | . | -2.8% | -15
